# From PubChem BioAssay
# KB-3-1 tox: qHTS assay for MDR1-selective chemotherapeutics: Primary screen using the parental adenocarcinoma cell KB-3-1; Potency, µM (top dose mostly 46.1 µM), for the others: top-dose activity change, negative = cytotoxic, usual class: cytotoxic; hit rate 1.4% among 400,000; KB-3-1 viability, CellTiter-Glo ATP luminescence, 72 h; note: potency is the fitted concentration of half-maximal effect; % is set by controls: 0 for no effect and ±100 for the full control effect; nearly all actives have a fitted effect of over 60% in size
#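 Cells are dispensed, compounds pinned in, plates held at 37 °C for 72 h, then CellTiter-Glo is added and luminescence read after 10 minutes. Cell line: parental KB-3-1 in phenol-red-free DMEM, 10% FBS.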
# KB-V1 MDR tox: qHTS assay for MDR1-selective chemotherapeutics: Primary screen using the drug-selected MDR subline cells KB-V1; KB-V1 MDR cells viability, CellTiter-Glo, 72 h; Potency, µM (series often up to 46.1 µM), without a hit: at the top dose activity change, negative = cytotoxicity, most hits filed as cytotoxic; hit rate 3.4% among 400,000; note: potency is the fitted concentration of half-maximal effect; % is set by controls: 0 for no effect and ±100 for the full control effect; nearly all actives have a fitted effect of over 60% in size
#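 Potencies derive from concentration-effect curves fitted to normalized luminescence (CellTiter-Glo) of KB-V1 cells treated for 72 h at 37 degrees C in phenol-red-free DMEM containing 10% FBS.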
# WRN inhibitor: qHTS for Inhibitors of WRN Helicase. WRN helicase unwinding, fluorescent forked duplex, kinetic. Potency, µM (top dose mostly 114 µM), without a hit: at the highest dose activity change, negative = inhibition, most hits filed as inhibitors. hit rate 0.46% among 360,000. AID 651768, 2012; note: potency is the fitted concentration of half-maximal effect; % is set by controls: 0 for no effect and ±100 for the full control effect; nearly all actives have a fitted effect of over 55% in size
# Target sequence (Q14191 whole entry, looked up): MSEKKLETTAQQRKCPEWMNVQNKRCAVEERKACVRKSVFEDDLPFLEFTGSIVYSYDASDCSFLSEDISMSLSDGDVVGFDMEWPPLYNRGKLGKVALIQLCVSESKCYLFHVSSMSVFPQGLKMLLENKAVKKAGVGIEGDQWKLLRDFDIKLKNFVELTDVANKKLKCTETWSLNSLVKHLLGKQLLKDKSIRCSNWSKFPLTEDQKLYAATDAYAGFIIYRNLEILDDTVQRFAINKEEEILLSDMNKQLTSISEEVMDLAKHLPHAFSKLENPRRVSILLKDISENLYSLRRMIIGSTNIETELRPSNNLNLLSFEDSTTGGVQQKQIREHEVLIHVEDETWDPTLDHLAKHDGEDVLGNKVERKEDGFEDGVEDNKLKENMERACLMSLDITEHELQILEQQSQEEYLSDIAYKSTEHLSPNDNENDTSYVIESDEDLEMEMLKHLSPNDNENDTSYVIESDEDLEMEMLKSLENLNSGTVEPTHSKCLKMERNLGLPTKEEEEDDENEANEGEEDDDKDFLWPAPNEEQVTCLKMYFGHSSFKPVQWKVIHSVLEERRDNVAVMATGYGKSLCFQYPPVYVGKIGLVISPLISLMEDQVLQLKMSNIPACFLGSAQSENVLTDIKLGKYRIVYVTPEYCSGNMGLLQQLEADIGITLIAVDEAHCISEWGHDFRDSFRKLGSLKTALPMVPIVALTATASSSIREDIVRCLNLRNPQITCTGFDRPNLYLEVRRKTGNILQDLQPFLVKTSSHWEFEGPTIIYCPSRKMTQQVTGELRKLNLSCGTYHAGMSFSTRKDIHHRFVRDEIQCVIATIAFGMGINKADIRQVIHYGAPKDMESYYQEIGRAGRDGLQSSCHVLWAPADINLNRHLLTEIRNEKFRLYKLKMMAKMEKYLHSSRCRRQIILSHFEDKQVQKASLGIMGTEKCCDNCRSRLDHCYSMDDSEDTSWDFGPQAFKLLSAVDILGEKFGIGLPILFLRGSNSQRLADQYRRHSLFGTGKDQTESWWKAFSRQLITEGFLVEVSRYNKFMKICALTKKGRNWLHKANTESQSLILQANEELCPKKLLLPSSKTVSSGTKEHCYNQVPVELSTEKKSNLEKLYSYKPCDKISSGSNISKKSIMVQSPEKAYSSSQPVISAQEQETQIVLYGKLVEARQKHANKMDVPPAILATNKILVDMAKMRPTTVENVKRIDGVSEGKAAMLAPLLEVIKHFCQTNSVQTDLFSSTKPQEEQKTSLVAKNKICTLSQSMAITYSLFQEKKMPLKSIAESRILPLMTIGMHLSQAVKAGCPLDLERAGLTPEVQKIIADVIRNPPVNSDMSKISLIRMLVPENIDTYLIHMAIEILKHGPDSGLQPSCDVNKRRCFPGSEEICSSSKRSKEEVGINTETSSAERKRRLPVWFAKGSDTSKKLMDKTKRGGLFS
#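 Screening of the MLSMR collection measured strand separation of a quenched forked DNA duplex (100 nM) by 20 nM WRN with 2 mM ATP, all final. Compounds were preincubated with enzyme 15 min at room temperature.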
# ATXN2 expr inh: Primary qHTS for Inhibitors of ATXN expression. HEK-293 ATXN2-luciferase reporter, luminescence, 24 h. Potency, µM (series often up to 57 µM), for the others: at the highest dose activity change, negative = inhibition, hits mostly inhibitors. hit rate 0.72% among 360,000. AID 1745845, 2022; note: potency is the fitted concentration of half-maximal effect; % is set by controls: 0 for no effect and ±100 for the full control effect; nearly all actives have a fitted effect of over 55% in size
#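 qHTS (up to 57 uM final) was run with 24 h compound exposure of reporter cells at 37 °C. Each well was multiplexed: SteadyGlo luminescence measured ATXN2-luciferase expression after a fluorogenic Gly-Phe-AFC viability readout (25 uM final).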
# IL-1B inflam inh: qHTS for Inhibitors of Inflammasome Signaling: IL-1-beta AlphaLISA Primary Screen; THP-1 LPS/ATP IL-1B secretion, AlphaLISA, 16 h; stronger effect = lower value; activity change, % at 57.5 µM; AID 743279, 2014; hit rate 4.7% among 360,000; in the data active = activity change below about -50%; inconclusive = mostly about -30% to -49%; note: % is set by controls: 0 for no effect and ±100 for the full control effect
#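 Secreted IL-1B measured by AlphaLISA bead assay after 16 h compound exposure of THP-1 cells; compounds (final up to 57.5 uM) added 1 h before LPS (250 ng/mL) and ATP (1.25 mM) stimulation; lower signal means less secretion.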
# HT1080-NT tox: qHTS for induction of synthetic lethality in tumor cells producing 2HG: qHTS for the HT-1080-NT fibrosarcoma cell line | HT-1080-NT fibrosarcoma viability, CellTiter-Glo ATP luminescence, 48 h | Potency, µM (top dose mostly 46.1 µM), for inactives: at the highest dose activity, negative = less viability, actives largely listed as cytotoxic | hit rate 1.6% among 360,000 | AID 686970, 2013;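 note: NT is the 2HG producing partner of a matched IDH1 knockdown line; potency is the fitted concentration of half-maximal effect; 0% = DMSO-treated cells and -100% = media-only wells without cells; nearly all actives have a fitted effect of over 55% in size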
#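 Read-out is CellTiter-Glo luminescence after 10 minutes at room temperature, following 48 hours' compound treatment of HT-1080-NT cells (750 cells/well, RPMI, 5% FBS, 37 degrees C).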
# HT1080 IDH1KD tx: qHTS for induction of synthetic lethality in tumor cells producing 2HG: qHTS for the HT-1080-IDH1KD cell line. HT-1080 IDH1 knockdown viability, ATP luminescence, 48 h. Potency, µM (top dose mostly 46.1 µM), for inactives: at the highest dose activity, negative = toxicity, usual class: cytotoxic. hit rate 2% among 360,000;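 note: potency is the fitted concentration of half-maximal effect; 0% = DMSO wells and -100% = cell-free medium wells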
#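 Knockdown cells (IDH1KD HT-1080) received compounds 2 h after plating at 750 cells/well and were kept 48 h at 37 °C in 5% FBS RPMI. A CellTiter-Glo luminescence read gave % activity for curve fitting.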
# MCF10A rerep: A quantitative high throughput screen for small molecules that induce DNA re-replication in MCF 10a normal breast cells; MCF 10A DNA re-replication, Hoechst nuclear intensity, 48 h; Potency, µM (series often up to 46.1 µM), without a hit: at the top dose activity, positive = re-replication, actives largely listed as activators; hit rate 2.9% among 350,000; note: potency is the fitted concentration of half-maximal effect; % of control where 0% means no effect; nearly all actives have a fitted effect of over 50% in size
# SW480 rerep: A quantitative high throughput screen for small molecules that induce DNA re-replication in SW480 colon adenocarcinoma cells; SW480 DNA re-replication, Hoechst DNA content imaging, 48 h; Potency, µM (top dose mostly 46.1 µM), for the others: at the highest dose re-replication activation, most hits filed as activators; hit rate 1.8% among 340,000; note: potency is the fitted concentration of half-maximal effect; % of control where 0% means no effect; nearly all actives have a fitted effect of over 55% in size
#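 Per well, 250 cells were exposed to pinned compound for 48 hr. Nuclear DNA was visualised with Hoechst (40 min, 37 C) and total object intensity recorded by fluorescence scanning.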
# An asterisk follows results filed as active; ? = inconclusive; / = no result given; & = joins results of further samples; [ ] = dose if it differs, or a comment. Unless noted, calls come from the whole dose curve; as a rule, active = well fitted curve in the direction sought with a large enough effect; inconclusive = small, poorly fitted or top-dose-only effect, or another doubt; inactive = no such curve, though single readings can be large; an effect the other way counts as inactive or inconclusive.
SMILES,KB-3-1 tox,KB-V1 MDR tox,WRN inhibitor,ATXN2 expr inh,IL-1B inflam inh,HT1080-NT tox,HT1080 IDH1KD tx,MCF10A rerep,SW480 rerep
CSc1nc(NNC=O)cc(Oc2ccc(NC(C)=O)cc2)n1,1%,4%,2%,/,20,0%,1%,6%,-3%
Cc1cc(C(F)(F)F)c2c(N)c(C(=O)NC3CC3)sc2n1,3%,2%,8%,1%,0,?,4%,1%,-3%
O=C1[C@H]2[C@@H](c3ccc(F)cc3)N3C(=O)N(c4cccc(Cl)c4)C(=O)[C@@]3(Cc3ccccc3)[C@H]2C(=O)N1C1CCCCC1,-25%,-22%,2%,8%,-50*,-19%,-3%,9%,4%
O=C(CSc1ccc(-c2ccco2)nn1)N1CCCCCC1,0%,?,-16%,-12%,-5,2%,14%,-1%,3%
COc1cc(C(=O)C(=O)N2CCN(c3ccccc3)CC2)cc2ccccc12,0%,-19%,-1%,/,-6,-11%,-4%,/,/
CCCn1c(=N)c(C(=O)NCc2ccc3c(c2)OCO3)cc2c(=O)n3cccc(C)c3nc21,10%,-18%,0%,-11%,0,-2%,-3%,0%,-2%
C=CCNC(=O)c1ccsc1N,8%,0%,-9%,/,38,11%,-1%,/,/
COc1ccc(OCC(=O)OC(C)CN2CCOCC2)cc1 (centres undefined),9%,9%,4%,-6%,-2,3%,2%,-1%,-3%
Nc1cc2c(cc1C(=O)c1cccc(Br)c1)OCCO2,?,-20%,-2%,-26%,-23,-21%,?,21µM*,?
COc1ccc(CN2C(=O)c3cccc4cccc(c34)C2=O)cc1,10%,12%,-1%,-6%,22,?,8%,-4%,18µM*
COc1ccc(NC(=O)CCCn2nc(C)c3c(C)n(-c4ccccc4)nc3c2=O)cc1OC,-6%,23%,-5%,5%,?,1%,6%,2%,-6%
Cc1noc(C)c1C(=O)NCCC1=CCCCC1,0%,-5%,2%,0%,-9,0%,6%,0%,2%
Cc1[nH]n(-c2ccccc2)c(=O)c1C(c1cccc([N+](=O)[O-])c1)c1c(C)[nH]n(-c2ccccc2)c1=O,-2%,10%,?,-6%,-85*,1%,-8%,?,1%
CCC(=O)c1ccc(OCC(=O)Nc2ccccc2C(=O)N2CCCCC2)cc1,-6%,-12%,2%,-5%,-62*,-5%,0%,1%,-99%[inhibitor]
COc1ccc(S(=O)(=O)Nc2ccccc2-c2nc3ccccc3[nH]c2=O)cc1,?,?,-11%,-16%,24,?,?,?,?
NC(=O)c1ccc(NC(=O)COC(=O)/C=C/c2cn(-c3ccccc3)nc2-c2cccnc2)cc1,5%,-4%,-7%,6%,0,-20%,-26%,-3%,5.2µM*
Cc1cc([N+](=O)[O-])nn1CCCC(=O)NC(C)c1ccccc1 (centres undefined),-2%,7%,6%,-11%,5,18%,11%,-1%,0%
O=C(NC1CCCC1)C(c1ccncc1)N(C(=O)c1csnn1)c1ccc(F)cc1 (centres undefined),5%,1%,8%,-1%,0,14%,26%,-4%,-2%
CN1CCN(c2oc(Cc3cccc4ccccc34)nc2C#N)CC1,15%,?,5%,-30%,/,-19%,-2%,2%,-51%[inhibitor]
O=[N+]([O-])c1cccc(NC(=S)N2CCN(S(=O)(=O)c3ccccc3)CC2)c1,/,/,-26%,-13%,-11,-2%,3%,1%,-5%
Cn1cc(/C=C2\SC(=S)N(NC(=O)c3cccc(Cl)c3)C2=O)c2ccccc21,-2%,6%,20µM*,-4%,-15,7%,0%,0%,0%
COC(=O)c1cc(S(=O)(=O)NCC2CCN(Cc3ccccc3F)CC2)c[nH]1,2%&2%,10%&-7%,0%,-7%,7,3%,11%,3%,-36%
CC(C)(C)OC(=O)[C@H](Cc1ccccc1)NC(=O)c1nc[nH]c1C(=O)NCCCCCN,5%,-1%,7%,-4%,20,0%,-2%,13%,-21%
O=C(/C=C/c1cccc(F)c1)OCC(=O)c1ccc[nH]1,-3%,0%,-13%,28%,-16,-1%[9.24 µM],16%,-2%,12%
COc1ccc(NC(=S)Nc2ccc(F)cc2)cc1,-3%,11%,5%,/,-13,3%,2%,5%,4%

# Ordered by molecular weight (smallest number first): part of the list above.
SMILES,KB-3-1 tox,KB-V1 MDR tox,WRN inhibitor,ATXN2 expr inh,IL-1B inflam inh,HT1080-NT tox,HT1080 IDH1KD tx,MCF10A rerep,SW480 rerep
COc1cc(C(=O)C(=O)N2CCN(c3ccccc3)CC2)cc2ccccc12,0%,-19%,-1%,/,-6,-11%,-4%,/,/
CC(C)(C)OC(=O)[C@H](Cc1ccccc1)NC(=O)c1nc[nH]c1C(=O)NCCCCCN,5%,-1%,7%,-4%,20,0%,-2%,13%,-21%
NC(=O)c1ccc(NC(=O)COC(=O)/C=C/c2cn(-c3ccccc3)nc2-c2cccnc2)cc1,5%,-4%,-7%,6%,0,-20%,-26%,-3%,5.2µM*

# Carrying on.
SMILES,KB-3-1 tox,KB-V1 MDR tox,WRN inhibitor,ATXN2 expr inh,IL-1B inflam inh,HT1080-NT tox,HT1080 IDH1KD tx,MCF10A rerep,SW480 rerep
CC1CCCCN1CC(=O)Nc1cc(S(=O)(=O)N2CCOCC2)ccc1N1CCCC1 (centres undefined),-2%,?,5%,3%,0,10%,1%,-3%,-4%
COc1ccccc1C(=O)Nc1ccc(C(=O)N2CCCC2)cc1,1%,10%,0%,3%,-19,-13%,1%,-3%,0%
COC(=O)[C@H](CC(C)C)NC(=O)Nc1ccc(S(N)(=O)=O)cc1,12%,?,4%,-2%,1,13%,11%,?,0%
COc1cc(NC(=O)c2cc([N+](=O)[O-])ccc2NC(=O)CN2CCN(c3ccccn3)CC2)cc(OC)c1,/,/,-18%,26%,0,-22%,-10%,0%,-1%
O=C(/C=C/Nc1ccccc1)c1ccccc1,-4%,5%,-2%,77%[activator],12,-12%,-14%,?,1%
CCCCC(=O)Nc1cccc(-c2nnc(-c3ccccc3)o2)c1,-21%,18µM*,-13%,-21%,?,?,?,-11%,-7%
CCOc1ccc(CCNC(=O)CN2C(=O)CCSc3ccccc32)cc1OCC,-5%,0%,-1%,6%,-15,9%,2%,-4%,-1%
COc1ccc(NC(=O)c2ccccc2NC(=O)C2CCCO2)cc1 (centres undefined),-2%,-26%,-11%,47%[activator],44,-4%,13%,0%,1%
Cc1ccc(S(=O)(=O)Nc2nncs2)cc1,-9%,13%,-9%,-7%,2,10%,-2%,-6%,-3%
COc1ccccc1NC(=O)C1=C(C)Nc2ncnn2C1c1ccccc1C (centres undefined),-7%,-16%,-11%,0%,1,3%,-5%,-188%[0.0737 µM],4.1µM*
CC(=O)Nc1cccc(C(=O)Nc2cccnc2)c1,?,-2%,-6%,-12%,-5,16%,28%,-2%,-4%
Cc1ccc(SC(=O)c2c([N+](=O)[O-])c(C)nn2C)cc1,2%,4%,-12%,-9%,-65*,?,?,?,-4%
COc1ccccc1CNC(=O)c1cc(C)nc2ccccc12,-6%,?,2%,-29%,7,1%,0%,5%,-1%
C=CCn1c(=O)c2ccccc2n2c(SCC(=O)NCC)nnc12,0%,-9%,1%,-3%,0,7%,10%,7%,1%
COCCn1c(-c2ccccc2)cnc1SCC(=O)Nc1cccc2ccccc12,-24%,5.2µM*,-8%,12%,?,-7%,-6%,?,8%
Cc1ccc(C(=O)C(OC(=O)c2cnccn2)c2ccccc2)cc1 (centres undefined),3%,?,6%,/,-6,10%,13%,-11%,-7%
COc1ccc(-c2cc(NC=O)c3ncc(-c4cccc(C(=O)N(C)C)c4)n3c2)c(OC)c1,-1%,6%,-7%,?,47,-20%,?,/,/
CCCn1c(SCC(=O)N2CCCC(C)C2)nnc1-c1ccccn1 (centres undefined),-11%,-6%,2%,-1%,102,18%,0%,12%,4%
CC1Cc2nc(SCC(=O)N3CCCc4ccccc43)n(C)c(=O)c2S1 (centres undefined),-26%,6%,2%,-21%,12,-9%,-2%,9%,4%
CCOC(=O)c1c(N2C(=O)Nc3cc(Cl)c(Cl)cc3N2O)sc2c1CCCCC2,-12%,26%,?,3%,-6,?,?,2.3µM*,0%
Cn1c(SCc2ccc(C#N)cc2)nnc1-c1ccncc1,0%,3%,7%,/,-9,10%,4%,8%,0%
O=C(O)/C=C/c1ccc(Cn2ccnc2)cc1,0%&0%,-3%&11%,7%&6%,5%&0%&11%,24&33,?,-3%&19%,5%&-1%,-15%&-78%
O=C(CNC(=O)c1ccc(Br)o1)Nc1ncccc1O,3%,-4%,5%,-4%,0,2%,1%,-1%,-8%
CCOc1ccccc1NC(=O)COC(=O)c1cc[n+]([O-])cc1,8%,0%,-12%,7%,1,19%,18%,1%,-2%
COc1cc(NS(=O)(=O)c2ccc(NC(=O)/C(=C/c3ccccc3Cl)NC(=O)c3ccccc3)cc2)nc(OC)n1,4%,2%,-26%,5%,23,2%,7%,?,-1%
CCn1nc(C)c(NC(=O)CCCSc2nc(-c3ccco3)cc(C(F)(F)F)n2)c1C,-9%,-5%,-11%,-20%,-22,-20%,-19%,28%,-7%[9.22 µM]
Cc1ccc(N(C(=O)C(F)(F)F)C(C(=O)NC2CCCCC2)c2cccs2)cc1 (centres undefined),0%,-13%,1%,-13%,12,-4%,0%,?,1%
COc1ccc(S(=O)(=O)N2CC=C(c3ccccc3)CC2)cc1OC,-12%,?,0%,/,4,-15%,-18%,/,/
O=C(CSc1nnc(-c2ccco2)o1)c1ccc[nH]1,?,0%,-27%,0%,-4,4%,1%,4%,?
